ERG Ets-DNA blk: ERG Ets/DNA interaction inhibition. Potency, µM (series often up to 76.9 µM), for inactives: at the highest dose FP activity, negative = inhibition, actives largely listed as inhibitors. actives 0.028% (n = 370,000). P11308. fluorescence polarization, His-ERG Ets domain / labelled DNA. AID 624246; active means well fitted inhibition curve with a large enough effect in the polarisation, with a control signal flat; inconclusive means small, poorly fitted or top-dose-only effect, or effect the other way, or a change in a side signal; inactive means no such curve, though single readings can be large or run the other way; the % refers to the polarisation;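 further: polarization taken with two DNA probes labelled with fluorescein and Texas red; potency means the concentration at half of the fitted maximal effect; % of control where 0% means no effect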
Target sequence (P11308 whole entry, looked up, the tested form may be a part): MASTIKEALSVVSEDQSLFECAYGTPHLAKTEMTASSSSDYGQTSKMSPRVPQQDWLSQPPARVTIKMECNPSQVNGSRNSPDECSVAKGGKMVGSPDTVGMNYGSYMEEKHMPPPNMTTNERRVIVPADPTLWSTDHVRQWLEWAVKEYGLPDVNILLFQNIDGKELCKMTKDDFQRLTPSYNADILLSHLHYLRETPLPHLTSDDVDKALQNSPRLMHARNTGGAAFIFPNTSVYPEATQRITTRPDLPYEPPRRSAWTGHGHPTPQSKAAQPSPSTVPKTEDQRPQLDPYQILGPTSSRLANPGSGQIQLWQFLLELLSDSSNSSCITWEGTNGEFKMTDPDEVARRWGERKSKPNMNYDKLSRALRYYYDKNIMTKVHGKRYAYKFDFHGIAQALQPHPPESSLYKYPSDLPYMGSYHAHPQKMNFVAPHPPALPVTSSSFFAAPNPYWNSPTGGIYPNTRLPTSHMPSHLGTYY
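His-tagged ERG Ets domain (1 uM in the protein solution; 300mM KCl, 50mM Tris-HCl, 1mM EDTA, 1mM DTT, pH 7.5) received compound, then a probe mix of 5 nM fluorescein-DNA and 100nM Texas-615-DNA. Fluorescence polarization was read for both dyes.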
GLS inh: blocks human kidney-isoform glutaminase activity; O94925; GLS enzymatic activity, qHTS titration; Potency, µM (doses to about 45.5 µM), without a hit: at the top dose activity change, negative = inhibition, usual class: inhibitors; actives 0.21% (n = 410,000); AID 624170; further: potency means the concentration at half of the fitted maximal effect; on the % scale 0 is the no-effect control and ±100 the full control effect
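Assay buffer: 45 mM KH2PO4 pH 8.2, 0.02% Tween-20. hKGA acts on L-glutamine (1 mM solution added); product glutamate is reported by an oxidase/peroxidase Amplex Red coupling, with fluorescence taken at baseline and 30 min.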
RGS4 inh: blocks human RGS4-accelerated GTP hydrolysis; actives 0.039% (n = 390,000); Transcreener GDP fluorescence polarization, RGS4-accelerated GTP hydrolysis; Potency, µM (series often up to 114 µM), inactives show at the highest dose activity change, negative = inhibition, most hits filed as inhibitors; further: potency means the concentration at half of the fitted maximal effect; on the % scale 0 is the no-effect control and ±100 the full control effect; nearly all actives have a fitted effect of over 75% in size; some results filed as inactive show a strong effect at the top dose
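MLSMR compounds (23 nl, pin-transferred) preincubated 10 min at room temperature with a 500nM (2x) first reagent, then RGS4 at 900nM (2x) plus Transcreener GDP mix added; fluorescence polarization (620/688 nm) read before and after 90 min at 30 °C.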
BAZ2B inh: inhibitors of human BAZ2B bromodomain. actives 4.4% (n = 360,000). Potency, µM (doses to about 114 µM), without a hit: at the top dose activity change, negative = inhibition, most hits filed as inhibitors. AID 504333. AlphaScreen BAZ2B-H3K14Ac peptide displacement. Q9UIF8; further: potency means the concentration at half of the fitted maximal effect; on the % scale 0 is the no-effect control and ±100 the full control effect; nearly all actives have a fitted effect of over 60% in size
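AlphaScreen displacement of biotin-H3(5-23)K14Ac peptide (50 nM final) from BAZ2B (50 nM final) in PBS pH 7.4, 0.01% Tween-20; complex preformed 30 min RT, then compounds (top 110 uM) 30 min RT, beads 20 min dark.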
G9a inh: inhibitors of human histone lysine methyltransferase G9a; Q96KQ7; G9a H3K9 monomethylation, AlphaScreen, 2 h; Potency, µM (series often up to 102 µM), without a hit: top-dose activity, negative = inhibition, usual class: inhibitors; actives 8.8% (n = 350,000); further: potency means the concentration at half of the fitted maximal effect; on the % scale 0 is the no-effect control and ±100 the full control effect; nearly all actives have a fitted effect of over 75% in size
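Quantitative HTS format: methyltransferase activity on a biotin-tagged H3K9 peptide is measured by AlphaScreen, using a rabbit anti-monomethyl-H3K9 antibody with streptavidin donor and anti-IgG acceptor beads. Final levels are 20 nM enzyme, 500 nM peptide, 20 uM SAM; 2 h RT.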
HP1b chromo inh: HP1-beta chromodomain-methylated histone interaction inhibition. actives 0.56% (n = 390,000). AlphaScreen HP1-beta / biotin-H3K9me3 peptide binding. P83916. Potency, µM (series often up to 114 µM), for inactives: top-dose activity change, negative = inhibition, hits mostly inhibitors; further: potency means the concentration at half of the fitted maximal effect; nearly all actives have a fitted effect of over 70% in size; inactives centre near 23
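HP1-beta protein (50 nM final) preincubated 30 min at room temperature with biotinylated H3(1-18)K9me3 peptide (50 nM) in PBS pH 7.4, 0.01% Tween-20, then compound added for 30 min. AlphaScreen streptavidin donor/nickel chelate acceptor beads (10 ug/mL final), 30 min dark, luminescence read.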
PI4K2A block: PI4K2A (human) kinase inhibition; Q9BTU6; purified PI4K2A, ADP-Glo luminescence, 1 h; stronger effect = lower value; activity change, negative = inhibition, % at 76.9 µM; actives 0.13% (n = 420,000); AID 1346378; in the data active means activity change below about -50%; inconclusive means mostly about -30% to -49%;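 further: -100% = wells without enzyme as full effect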
Target sequence (Q9BTU6 whole entry, looked up): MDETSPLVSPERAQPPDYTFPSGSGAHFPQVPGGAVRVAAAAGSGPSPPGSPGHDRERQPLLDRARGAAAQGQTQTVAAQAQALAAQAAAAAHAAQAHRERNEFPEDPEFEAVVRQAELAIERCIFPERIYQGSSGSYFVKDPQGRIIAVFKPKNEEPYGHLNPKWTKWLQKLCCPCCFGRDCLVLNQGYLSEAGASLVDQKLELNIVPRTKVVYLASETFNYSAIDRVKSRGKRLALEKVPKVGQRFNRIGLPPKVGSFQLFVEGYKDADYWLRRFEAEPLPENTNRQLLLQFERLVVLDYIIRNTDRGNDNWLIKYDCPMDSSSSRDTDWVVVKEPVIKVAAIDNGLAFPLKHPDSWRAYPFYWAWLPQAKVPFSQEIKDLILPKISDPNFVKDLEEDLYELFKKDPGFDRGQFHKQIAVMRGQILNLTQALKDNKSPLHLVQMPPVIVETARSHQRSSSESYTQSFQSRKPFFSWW
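ADP-Glo luminescence measured ADP generated by PI4K2A enzyme (4 ug/mL before mixing) with 1.2 mM PI substrate (pre-mix) and 300 microM ATP (pre-mix). Tris pH7.5 buffer with MgCl2, Triton X-100; 1 h reaction at ambient temperature.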
JMJD2A Tudor: inhibitors of human JMJD2A Tudor domain; actives 4.4% (n = 390,000); AID 504339; AlphaScreen JMJD2A-Tudor / H3K4me3 peptide binding; Potency, µM (titrated, usually from 114 µM), inactives show top-dose activity change, negative = inhibition, usual class: inhibitors; O75164; further: potency means the concentration at half of the fitted maximal effect; on the % scale 0 is the no-effect control and ±100 the full control effect; nearly all actives have a fitted effect of over 50% in size
12-LOX inh: blocks human arachidonate 12S-lipoxygenase | P18054 | purified 12hLO, xylenol orange hydroperoxide absorbance | Potency, µM (top dose mostly 108 µM), for inactives: at the top dose activity change, negative = inhibition, actives largely listed as inhibitors | actives 1.1% (n = 580,000); further: potency means the concentration at half of the fitted maximal effect; on the % scale 0 is the no-effect control and ±100 the full control effect
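Purified human 12hLO (150 nM final) in 25 mM Hepes, 0.01% Triton X-100, pH 7.0 was preincubated 15 min at room temperature with compound. Then 40 uM arachidonic acid was added, 30 min. Hydroperoxide was read by Fe-XO absorbance ratio 573/405 nm.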
An asterisk follows results filed as active; u = inconclusive; x = not tested or not shown; [ ] = dose if it differs, or a comment. Unless noted, the call rests on the fitted dose curve; in most records, active means well fitted curve in the direction sought with a large enough effect; inconclusive means small, poorly fitted or top-dose-only effect, or another doubt; inactive means no such curve, though single readings can be large; an effect the other way counts as inactive or inconclusive.

SMILES	ERG Ets-DNA blk	GLS inh	RGS4 inh	BAZ2B inh	G9a inh	HP1b chromo inh	PI4K2A block	JMJD2A Tudor	12-LOX inh
COc1cc(/C=N/NC(=O)c2ccc(=O)[nH]n2)ccc1O	-2%	34%[activator]	-1%	6%	5%[59 µM]	6%	1	-22%	-12%
COc1ccc(NC(=O)c2cccc(N3C(=O)C4C5C=CC(C6CC56)C4C3=O)c2)cc1 (stereo unspecified)	-5%	8%	14%	6%	60%[activator]	-1%	3	-20%	477%[activator]
CCOC(=O)C1=C(C)NC(C)=C(C(=O)OCC)C1c1cc(N)ccc1OC(F)F	-2%	11%	9%	u	u	-1%	-5	-30%	-19%
COc1ccc(-n2ncc3c2CC(C)(C)CC3NC(=O)CSc2ccccn2)cc1 (stereo unspecified)	-2%	1%	-6%	-8%	x	39%[activator]	3	-16%	-1%
O=C(COc1ccccc1)Nn1c(-c2ccccc2)nc2ccccc2c1=O	-5%	2%	23%	-16%	7%	6%	1	-11%	-14%
CCOc1ccccc1OCC(=O)OCC(=O)c1c(C)[nH]c2ccccc12	4%	1%	32%	7%	21%[2.33 µM]	4%	-2	-17%	-19%
CC(C)(C)c1cc(NC(=O)CSc2nnc(NCc3ccccc3)s2)n(-c2ccccc2)n1	23%	6%	1%[11.4 µM]	16%	-9%	39%[activator]	-6	-19%	-6%
Cc1ccccc1C(=O)Nc1ccccc1C(=O)NC1CC1	-6%	-2%	-8%	-2%	x	33%	-2	-10%	22%
COCCNC(=O)c1ccc(N2CCCCC2)c(NS(=O)(=O)c2ccc(C)cc2)c1	-2%	-12%	-9%	2%	u	20%	-16	-20%	307%
Cc1ccc2cc(C(c3nnnn3Cc3ccccc3)N3CCc4ccccc43)c(=O)[nH]c2c1C (stereo unspecified)	-1%	-8%	-49%	6%	20µM*	45%[activator]	-4	-21%	-18%
CN(C)CCNC(=S)Nc1cccc(Cl)c1	-2%	32%[activator]	-20%	-5%	-9%	37%	-51*	-10%	0%
O=C(NC1CC(=O)N(c2ccc(Cl)cc2)C1)c1cc2ccccc2o1 (stereo unspecified)	2%	-11%	15%	-1%	3%[59 µM]	-5%	3	-6%	-18%
O=C(NCCN1CCOCC1)c1ccc(CSc2nc3ccncc3n2Cc2ccc(F)cc2)cc1	5%	-5%	-10%	15%	-35%	38%	-1	-14%	0%
COc1cc(C(=O)Nc2ccc(Cl)c(C(F)(F)F)c2)cc(OC)c1OC	0%	-2%	-15%	0%	7%[59 µM]	41%[activator]	-3	6%	-13%
N#C/C(=C\c1cc2ccccc2nc1N1CCOCC1)C(=O)Nc1ccc(N2CCOCC2)cc1	-4%	24%	8%	u	u	-5%	-1	u	-10%
CCn1c(C)csc1=NC(=O)c1ccccc1O	x	8%	21%	35%	4%[12.7 µM]	30%	-7	18%	14%
Cc1ccc(-c2nc(NC(=O)c3cc(C(C)(C)C)nn3C)sc2C)cc1Cl	-4%	12%	7%	19%	x	4%	-24	-35%	u
CN(CCNC(=O)CCNC(=O)Cn1ccc2ccccc2c1=O)Cc1ccccc1	-6%	13%	-26%	6%	8%	67%[activator]	4	4%	4%
CC(=O)Nc1cc2c(cc1NC(=O)Cn1nc(-c3ccccc3)ccc1=O)OCCO2	2%	-12%	0%	-5%	1%	27%	-2	0%	4%
Cc1ccc(C)c(CSc2nnc(-c3ccccn3)n2N)c1	-2%	-1%	0%	x	-24%[59 µM]	26%	-2	40µM*	5%
COCCSc1nnc(NS(=O)(=O)Cc2ccccc2)s1	x	7%	5%	-22%	u	10%	-1	-8%	9%
CCCCCCSC1=C(C#N)C(=O)NC2(CCCCC2)S1	6%	32%[activator]	u	u	13µM*	u	-4	56µM*	45µM*
CCOC(=O)C1CN(S(=O)(=O)c2cc(OC)ccc2OC)C1	u	1%	6%	-8%	u	40%[activator]	-1	4%	6%
O=C(c1cccc(C(F)(F)F)c1)C1CCCN(C(=O)C2CCOCC2)C1 (stereo unspecified)	-10%	7%	u	-6%	x	2%	-2	-3%	3%
N#Cc1ccccc1CSc1nnc2ccc3ccccc3n12	-2%	-2%	-1%	-9%	-7%[59 µM]	24%	1	-5%	-13%

The results go on.
SMILES	ERG Ets-DNA blk	GLS inh	RGS4 inh	BAZ2B inh	G9a inh	HP1b chromo inh	PI4K2A block	JMJD2A Tudor	12-LOX inh
O=C(C1CCCN(c2ncnc3c2nc2n3CCCCC2)C1)N1CCN(c2ccc(F)cc2)CC1 (stereo unspecified)	5%	-4%	-12%[11.4 µM]	-29%	-9%	-16%	1	u	1%
O=C(Nc1cccc(NC(=O)c2cccs2)c1)c1cccnc1	-9%	0%	-22%	-19%	-23%	39%	1	-8%	-11%
Cc1cc(Br)ccc1NC(=O)CN(C)C(=O)C1CSC2(C)CCC(=O)N12 (stereo unspecified)	-6%	7%	23%	-4%	1%[59 µM]	14%	2	-13%	42%[activator]
O=C(CCNS(=O)(=O)c1ccc2c(c1)CCN2C(=O)C1CC1)N1CCN(c2ccccc2F)CC1	0%	-8%	-13%	5%	5%[59 µM]	28%[57 µM]	0	-17%	-19%
COC(=O)c1cccc(NC(=O)Nc2cc(C(=O)NCc3cccc(F)c3)ccc2N2CCCC2)c1	-4%	3%	16%	-5%	9%[59 µM]	17%	2	-19%	-13%
Cc1ccn2c(=O)nc(SCC(=O)N3CCCCCC3)nc2c1	-5%	1%	-13%	-10%	11%[0.501 µM]	14%	0	-27%	-3%
Nc1[nH]c(=S)[nH]c(=O)c1-c1ccccc1	-8%	-11%	-24%	1%	u	-28%	0	35µM*	7.1µM*
CCN(/C(N)=N/c1nc(C)cc(C)n1)c1ccccc1	-3%	15%	-19%[56.9 µM]	-3%	22%[59 µM]	28%	3	-27%	0%
O=C(CCCc1ccccc1)Nc1nncs1	-1%	0%	-24%	-6%	-8%[59 µM]	37%	2	-6%	18%
Cc1cccc(OCCn2c(SCC(N)=O)nc3ccccc32)c1	5%	-6%	-10%	20%	11%[59 µM]	58%[activator]	-2	-26%	-14%
O=C(CCSCCC(=O)NCCN1CCOCC1)NCCN1CCOCC1	-9%	11%	-21%	7%	13%[12.7 µM]	49%[activator]	-2	-14%	-23%
Cc1nc(N)sc1-c1csc(Nc2ccccc2)n1	0%	19%	-48%	50µM*	u	-38%	-5	u	u
C=CCNC(=S)N1CCN(c2ncc3c(=O)c(C(=O)O)cn(CC)c3n2)CC1	-3%	-15%	-11%	-38%	x	22%	6	50µM*	-17%
COc1ccc(C2CC(=O)C(C=NCCO)=C(O)C2)cc1 (stereo unspecified)	-2%	6%	10%	-20%	41%[activator]	21%	2	-5%	u
Cc1ccc(CNC(=O)CN(c2cccc([N+](=O)[O-])c2)S(=O)(=O)c2ccccc2)cc1	-1%	-4%	1%	-1%	18%	22%	-1	-21%[57.1 µM]	2%
CCOc1ccc(C(=O)Nc2ccc3c(c2)C(=O)NC3=O)cc1	3%	-1%	-1%	-6%	-15%	19%	0	-19%	25%[57.4 µM]
CCOC(=O)C1CCCN(C(=O)c2cc3c(C)nc4ccccc4c3o2)C1 (stereo unspecified)	0%	-4%	8%	-5%	26%[59 µM]	28%	2	-16%	4%
CC(C)(C)c1ccc(C(=O)NCc2nnc(SCC(=O)N3CCCc4ccccc43)n2-c2ccccc2)cc1	1%	1%	-5%	-13%	-9%	24%	-3	-10%	-40%

Another view of part of the listing above:
O=C(Nc1cccc(NC(=O)c2cccs2)c1)c1cccnc1
  ERG Ets-DNA blk = -9%	GLS inh = 0%	RGS4 inh = -22%	BAZ2B inh = -19%	G9a inh = -23%	HP1b chromo inh = 39%	PI4K2A block = 1	JMJD2A Tudor = -8%	12-LOX inh = -11%

Cc1cc(Br)ccc1NC(=O)CN(C)C(=O)C1CSC2(C)CCC(=O)N12 (stereo unspecified)
  ERG Ets-DNA blk = -6%	GLS inh = 7%	RGS4 inh = 23%	BAZ2B inh = -4%	G9a inh = 1%[59 µM]	HP1b chromo inh = 14%	PI4K2A block = 2	JMJD2A Tudor = -13%	12-LOX inh = 42%[activator]

O=C(CCNS(=O)(=O)c1ccc2c(c1)CCN2C(=O)C1CC1)N1CCN(c2ccccc2F)CC1
  ERG Ets-DNA blk = 0%	GLS inh = -8%	RGS4 inh = -13%	BAZ2B inh = 5%	G9a inh = 5%[59 µM]	HP1b chromo inh = 28%[57 µM]	PI4K2A block = 0	JMJD2A Tudor = -17%	12-LOX inh = -19%

COC(=O)c1cccc(NC(=O)Nc2cc(C(=O)NCc3cccc(F)c3)ccc2N2CCCC2)c1
  ERG Ets-DNA blk = -4%	GLS inh = 3%	RGS4 inh = 16%	BAZ2B inh = -5%	G9a inh = 9%[59 µM]	HP1b chromo inh = 17%	PI4K2A block = 2	JMJD2A Tudor = -19%	12-LOX inh = -13%

Single values from the entries so far:
Under JMJD2A Tudor, Cc1cccc(OCCn2c(SCC(N)=O)nc3ccccc32)c1 is listed with -26%
Under JMJD2A Tudor, CCOc1ccccc1OCC(=O)OCC(=O)c1c(C)[nH]c2ccccc12 is listed with -17%

Only part of the results is shown; rates above refer to the full screens.
